# TCR activator – Activators of T cell receptors: qHTS campaign; 330,000 tested, under 10 active; Potency, µM (titrated, usually from 9.22 µM), for the others: at the top dose activation of IL-2 secretion, actives largely listed as activators; AID 504894, 2011; primary human leukocytes, anti-CD3, IL-2 HTRF, 48 h; further: % of control where 0% means no effect
#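 Primary human leukocytes receive a-CD3 beads and test compound and are incubated 48 hr. Secreted IL-2 is then assayed by HTRF, measuring 665nm acceptor emission after 320nm excitation of the europium donor.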
# Eya2 inh – qHTS Assay for Inhibitors of the Phosphatase Activity of Eya2; Protein phosphatase EYA2 (Homo sapiens), O00167; recombinant Eya2, OMFP fluorescence dephosphorylation (OMFP is methylfluorescein phosphate); Potency, µM (top dose mostly 76.9 µM), without a hit: at the highest dose activity, negative = inhibition, usual class: inhibitors; 330,000 compounds, 0.006% hits; AID 488837, 2010; further: potency means the concentration at half of the fitted maximal effect; on the % scale 0 is the no-effect control and ±100 the full control effect
#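 Eya2 (0.2 uM) preincubated 10 min at ambient with compound, then OMFP substrate added at 50 uM; 10 min reaction in 50 mM HEPES pH 7.5, 50 mM NaCl, 5 uM MgCl2, 0.05% BSA, 1 mM DTT. Fluorescence read at Ex 485/Em 525 nm.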
# TSHR antag – Antagonists of the Thyroid Stimulating Hormone Receptor: HTS campaign; Thyrotropin receptor (Homo sapiens), P16473; TSHR-expressing cells, TSH-stimulated cAMP HTRF, 2 h; hits give low values; activity change, negative = inhibition, % at 11.5 µM; 330,000 compounds, 0.2% hits; AID 504810, 2011;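 active means activity change below a set negative limit, meaning inhibition stronger than a set level, cut at about -70% in these data; inconclusive means activity change between two set negative limits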; further: on the % scale 0 is the no-effect control and ±100 the full control effect
#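 Cell-based HTRF cAMP assay; TSHR cells + compound, TSH EC80 (4nM final), 2 h, 37 deg C. Lysis with anti-cAMP cryptate and cAMP-d2, 30 min RT, read 665/620 nm.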
# AT treatment – qHTS Assay for Identifying a Potential Treatment of Ataxia-Telangiectasia; […] A-T fibroblasts, KAP-1 phosphorylation AlphaLISA; neocarzinostatin DNA damage 30 min before lysis; AID 485349, 2010; Potency, µM (highest dose often 57.5 µM), for the others: at the top dose activation, most hits filed as activators; 320,000 compounds, 0.19% hits; further: potency means the concentration at half of the fitted maximal effect; % of control where 0% means no effect; nearly all actives have a fitted effect of over 45% in size
#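 hTERT-immortalized A-T patient fibroblasts ([…]), 500 cells/well in OPTI-MEM, 1% FBS, got compounds for 60 min, then NCS for 30 min at 37C. Lysates were then assayed for phospho-KAP-1 by AlphaLISA (anti-pKAP1 donor, anti-KAP1 acceptor beads), 6 hr at 25C.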
# Mito fusion yeast – qHTS Assay for Small Molecule Inhibitors of Mitochondrial Division or Activators of Mitochondrial Fusion; S. cerevisiae fusion-defective mutant growth rescue, CellTiterGlo 48 h; Potency, µM (series often up to 46.1 µM), without a hit: top-dose growth rescue (activation), most hits filed as activators; 320,000 compounds, 0.23% hits; AID 485298, 2010;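 further: potency means the concentration at half of the fitted maximal effect; % of control where 0% means no effect; nearly all actives have a fitted effect of over 45% in size; temperature-sensitive fusion mutants such as fzo1-1 at 37 °C on non-fermentable ethanol glycerol medium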
#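 Temperature-sensitive fusion-defective S. cerevisiae (e.g. fzo1-1, mgm1-5) were grown with compound in YPEG medium (3% ethanol, 3% glycerol) for 48 hours at 37C. Growth rescue was measured as viability by CellTiterGlo luminescence after 10 minutes at ambient.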
# KCNH2 3.1 inh – qHTS for Inhibitors of KCHN2 3.1: Mutant qHTS | U2OS KCNH2 3.1, thallium flux FluxOr; hits give low values | activity change, % (tested at about 1.8 µM) | 340,000 compounds, 0.95% hits | AID 720553, 2013;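 active means maximum activity change below -70%; inconclusive means maximum activity change from -70% to -50%; inactive means maximum activity change above -50%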;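 further: thallium influx rate constant from kinetic fluorescence after stimulation buffer; on the % scale 0 is the no-effect control and ±100 the full control effect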
#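 Thallium flux via FluxOr fluorescence (Red40 quencher, 45 min loading) in U2OS cells virally expressing the KCNH2 3.1 isoform (1.77 x 10^8 /mL virus, overnight at 37 C). Rate constants from 2-min kinetic reads post-stimulation, normalised to positive and negative controls.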
# ELG1 DNA repair – qHTS screen for small molecules that inhibit ELG1-dependent DNA repair in human embryonic kidney (HEK293T) cells expressing luciferase-tagged ELG1; 330,000 compounds, 2.3% hits; HEK293T ELG1-luciferase reporter, luminescence, 16 h; DNA damage induced by 5-fluorouridine; Potency, µM (titrated, usually from 46.1 µM), for inactives: at the top dose activity change, negative = inhibition, actives largely listed as inhibitors; further: potency means the concentration at half of the fitted maximal effect; on the % scale 0 is the no-effect control and ±100 the full control effect; nearly all actives have a fitted effect of over 55% in size
#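 Luminescence from the luciferase reporter, measured 30 min after ONE-Glo reagent at room temperature, was the read-out. Beforehand, 2,000 cells per well were exposed for 16 hr at 37 °C to 5-fluorouridine together with compound or vehicle.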
# USP2a block – qHTS Assay for Inhibitors of Ubiquitin-specific Protease USP2a Using CHOP2 as the Reporter | USP2 core, Ub-CHOP2 coupled fluorogenic reporter, 485/531 | Potency, µM (top dose mostly 38.3 µM), inactives show at the top dose activity change, negative = inhibition, actives largely listed as inhibitors | 330,000 compounds, 0.01% hits;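 further: potency means the concentration at half of the fitted maximal effect; plate controls were DMSO wells for no effect and full inhibition by NEM control for full effect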
#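 Deubiquitinase activity read as fluorescence (485/531 nm) after Ub-CHOP2 cleavage activates the enterokinase reporter on its substrate; USP2 core 10nM, Ub-CHOP2 and substrate 25nM each, 30min compound preincubation then 60min RT; data normalized to NEM, curves fitted.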
# TRPV1 ag – HTS Assay for Compounds that Act as Agonists of the Vanilloid Receptor 1; TRPV1-expressing cells, Fluo-8 calcium influx, agonist mode; 320,000 compounds, 0.19% hits; AID 540275, 2011; activation, % at 8.33 µM; in the data active means activation above about 80%; inconclusive means between about 30% and that limit; further: 0% is about no effect
# Target sequence (Q8NER1 whole entry, looked up): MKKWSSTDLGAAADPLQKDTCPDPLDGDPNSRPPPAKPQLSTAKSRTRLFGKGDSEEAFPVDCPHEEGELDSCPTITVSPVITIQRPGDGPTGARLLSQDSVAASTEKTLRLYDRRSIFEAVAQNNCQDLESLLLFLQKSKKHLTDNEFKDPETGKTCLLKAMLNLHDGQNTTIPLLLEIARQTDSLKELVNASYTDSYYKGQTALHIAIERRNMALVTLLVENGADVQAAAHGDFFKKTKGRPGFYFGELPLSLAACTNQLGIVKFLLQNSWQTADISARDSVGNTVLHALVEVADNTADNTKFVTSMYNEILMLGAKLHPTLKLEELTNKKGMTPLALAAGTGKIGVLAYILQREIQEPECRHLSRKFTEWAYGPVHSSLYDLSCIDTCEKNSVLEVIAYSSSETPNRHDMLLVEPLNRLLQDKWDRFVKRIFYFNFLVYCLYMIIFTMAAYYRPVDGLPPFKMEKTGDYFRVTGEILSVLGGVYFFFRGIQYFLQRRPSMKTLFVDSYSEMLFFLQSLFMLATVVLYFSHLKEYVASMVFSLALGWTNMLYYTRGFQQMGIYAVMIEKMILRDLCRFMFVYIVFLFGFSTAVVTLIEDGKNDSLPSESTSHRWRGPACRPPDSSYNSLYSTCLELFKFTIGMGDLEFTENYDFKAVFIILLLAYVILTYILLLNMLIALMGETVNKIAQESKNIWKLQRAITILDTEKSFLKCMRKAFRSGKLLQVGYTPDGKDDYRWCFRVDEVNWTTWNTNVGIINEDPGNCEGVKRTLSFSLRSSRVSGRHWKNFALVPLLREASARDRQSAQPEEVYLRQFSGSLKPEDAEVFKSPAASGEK
#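 Fluo-8 calcium influx in TRPV1-expressing cells, kinetic read (ex 480/em 520 nm). Compound added and read 3 min for agonist activity, followed by capsaicin at EC20 final and 2 min further read for enhancement.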
# KCNH2 WT inh – qHTS for Inhibitors of KCHN2 3.1: Wildtype qHTS | Voltage-gated inwardly rectifying potassium channel KCNH2 (Homo sapiens), Q12809 | U2OS, BacMam KCNH2, thallium flux FluxOr; hits give low values | activity change, % at 1.84 µM | 340,000 compounds, 0.37% hits;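 active means maximum activity change below -70%; inconclusive means maximum activity change between -70% and -50%; inactive means maximum activity change above -50%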; further: on the % scale 0 is the no-effect control and ±100 the full control effect
#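 U2OS cells were transduced with wild-type KCNH2 virus (2.03 x 10^8 / mL) for 4 h at room temperature, then cultured overnight at 37 C. Thallium flux was read with FluxOr dye. Rate constants were normalized to DMSO controls.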
# * marks the source's active call; other numbers are inactive results; i = inactive; ? = inconclusive; nt = not tested or not shown; [ ] = dose if it differs, or a comment. Unless noted, the call rests on the fitted dose curve; in most records, active means well fitted curve in the direction sought with a large enough effect; inconclusive means small, poorly fitted or top-dose-only effect, or another doubt; inactive means no such curve, though single readings can be large; an effect the other way counts as inactive or inconclusive. Not all compounds are listed. The share of hits here may be higher or lower than overall.
# A first look:
SMILES,TCR activator,Eya2 inh,TSHR antag,AT treatment,Mito fusion yeast,KCNH2 3.1 inh,ELG1 DNA repair,USP2a block,TRPV1 ag,KCNH2 WT inh
CCOC(=O)Cn1c(=O)oc2cc(S(=O)(=O)N(CCN(C)C)Cc3ccccc3)ccc21,-3%,1%,-3,-2%,1%,0,4%,1%,-1,-2
CCCN(CC(=O)Nc1ccccc1C)C(=O)CCCOc1ccc(Br)cc1,nt,-1%,-17,4%,21%,5,-15%,3%,6,-12
Nc1nc(NCc2ccco2)nc(NC2CCCCC2)c1[N+](=O)[O-],1%,?,-3,0%,7%,-22,-2%,0%,0,-3
CCc1noc(C)c1C(=O)N1CCCSC1=Nc1ccccc1C(C)C,6%,-8%,12,3%,22%,-6,4%,-8%,5,1

# The whole of this part, from the start:
SMILES,TCR activator,Eya2 inh,TSHR antag,AT treatment,Mito fusion yeast,KCNH2 3.1 inh,ELG1 DNA repair,USP2a block,TRPV1 ag,KCNH2 WT inh
CCOC(=O)Cn1c(=O)oc2cc(S(=O)(=O)N(CCN(C)C)Cc3ccccc3)ccc21,-3%,1%,-3,-2%,1%,0,4%,1%,-1,-2
CCCN(CC(=O)Nc1ccccc1C)C(=O)CCCOc1ccc(Br)cc1,nt,-1%,-17,4%,21%,5,-15%,3%,6,-12
Nc1nc(NCc2ccco2)nc(NC2CCCCC2)c1[N+](=O)[O-],1%,?,-3,0%,7%,-22,-2%,0%,0,-3
CCc1noc(C)c1C(=O)N1CCCSC1=Nc1ccccc1C(C)C,6%,-8%,12,3%,22%,-6,4%,-8%,5,1
CCOc1cc(C#N)c(NC(=O)c2cccnc2Cl)cc1OCC,2%,-25%,1,-2%,5%,-4,-8%,-1%,-2,0
CS(=O)(=O)N1CCc2cc(-c3csc(NC(=O)Cc4cccs4)n3)ccc21,-5%,16%,?,2%,27%,-11,5.8µM*,2%,4,7
CCOc1cc(/C=N/NC(=S)Nc2ccccc2C(F)(F)F)ccc1OCC(=O)N1CCOCC1,0%[46.1 µM],-2%,-5,-4%,-3%,7,12µM*,3%,-3,-1
COc1ccc(CCN2CC(C(=O)Nc3ccc4c(c3)OCO4)CC2=O)cc1OC (stereo not drawn),2%,0%,0,-2%,-10%,3,9%,-1%,22,-16
O=C1c2oc3ccccc3c(=O)c2C(c2ccccn2)N1Cc1ccccc1 (stereo not drawn),-1%,-3%,1,5%,-5%,-1,6%,-1%,12,-1
O=C(NCC(=O)N1CCN(c2ccccc2O)CC1)c1cccs1,-3%,15%,10,-1%,0%,10,?,0%,4,2
Cc1ccc(C(=O)NC2CCCCCC2)cc1S(=O)(=O)N1CCOCC1,-3%,-4%,4,5%,-3%,4,?,-1%,30,0
CCOc1ccccc1NC(=S)Nc1ccc(S(N)(=O)=O)cc1,-6%,-8%,-2,5%,2%,8,-2%,3%,-1,-6
CSc1ccc(NC(=O)N2CC=C(n3c(=O)[nH]c4ccccc43)CC2)cc1,-2%,1%,-6,-1%,-7%,15,23µM*,-1%,?,0
CCc1cccc2c(C(=O)C(NCCOC)c3ccccc3)c[nH]c12 (stereo not drawn),6%,-5%,-2,-2%,-5%,-17,8%,3%,2,-2
O=[N+]([O-])c1ccc(N=Nc2ncc[nH]2)cc1,0%,-21%,-14,-17%,-34%[inhibitor],-1,?,0%,1,-4
Cc1cccc(NC(=O)C2CCCN(S(=O)(=O)c3ccc4[nH]c(=O)ccc4c3)C2)c1 (stereo not drawn),-2%,-4%,-2,-6%,-3%,0,-1%,5%,1,31
Fc1cccc(NC(=S)N2CCCC2)c1,-6%[46.1 µM],-2%,-2,-3%,-1%,2,15%,4%,2,i
COc1ccc(C(CC(=O)c2ccccc2)C2CCCCC2=O)cc1 (stereo not drawn),-3%,-13%,-8,6%,-1%,2,-6%,2%,16,-9
CC(=O)NC1(c2nnnn2CCOC(=O)Nc2ccc(Cl)cc2)CCCCC1,-3%,9%,5,-4%,-2%,-2,0%,3%,9,12
COc1ccccc1NC(=O)COc1ccc(/C=N/NC(=O)c2cccnc2)cc1,1%,1%,-3,6%,1%,16,-5%,-7%,-5,-24
O=C(CSc1nnc(-c2cccnc2)n1CCc1ccccc1)N1CCCCC1,nt,-3%,-3,5%,-5%,-1,-9%,-3%,9,-1
COc1ccc(C2=NN(C(C)=O)CC2c2cccc([N+](=O)[O-])c2)cc1 (stereo not drawn),-1%,-3%,-11,1%,-9%,-3,7%,2%,2,-15
Cc1cc(C)n2nc(SCC(=O)N(Cc3ccccc3)C3CCS(=O)(=O)C3)nc2n1 (stereo not drawn),-1%,-8%,-3,0%,1%,-1,-1%,-3%,1,2
CC(C)(C)C(=O)n1nc(-c2ccccc2)oc1=O,1%[46.1 µM],-2%,5,10%,5%,18,-7%,3%,-1,-7
Cc1nc(S/C(=C/c2ccc(-c3cccc(Cl)c3)o2)C(=O)O)n[nH]1,4%,7%,-10,0%,-1%,7,7%,1%,-2,5

# (further entries)
SMILES,TCR activator,Eya2 inh,TSHR antag,AT treatment,Mito fusion yeast,KCNH2 3.1 inh,ELG1 DNA repair,USP2a block,TRPV1 ag,KCNH2 WT inh
O=C(NC(=S)Nc1ccccc1F)C1CCCCC1,nt,-2%,-11,-8%,-1%,nt,?,-2%,5,nt
COC(=O)c1cc(NC(=O)CN2CCC(C(N)=O)(N3CCCCC3)CC2)cc(C(=O)OC)c1,1%,-25%,3,-2%,-1%,5,-5%,0%,-16,6
Cc1nn(-c2ccccc2)c(Cl)c1/C=N/NC(=O)CNC(=O)c1ccccc1Cl,0%[46.1 µM],-2%,20,-2%,9%,-4,?,-1%,11,1
COc1ccccc1C(=O)OCC(=O)Nc1ccc(OC(F)F)cc1,-2%,18%,-7,-3%,4%,-18,19%,2%,-3,17
CCC(=O)Nc1ccc(NC(=O)c2cc3ccccc3o2)c(OC)c1,0%,-2%,-3,-8%,6%,9,?,2%,4,3
CCN(CC)S(=O)(=O)c1ccc(C(=O)NNC(=O)c2csc(N3CCOCC3)n2)cc1,-4%,11%,0,-4%,1%,-8,-8%,0%,21,-4
c1ccc(Nc2nc(-c3ccncc3)nc3ccccc23)cc1,0%[46.1 µM],-4%,33,10%,-3%,16,2.1µM*,1%,4,-6
O=c1c2nncn2c2cc(C(F)(F)F)ccc2n1CCNc1ncc(C(F)(F)F)cc1Cl,-5%,4%,-8,0%,-3%,-19,-4%,-10%,-1,3
CSCCc1nc(SCC(=O)Nc2nnc(C)s2)[nH]c1C,5%,nt,nt,nt,3%,-3,nt,nt,-2,0
CC(C)CCN1CCN(Cc2ccon2)CC1CCO (stereo not drawn),-6%,-1%,18,-3%,-2%,5,13%,1%,-2,20
CC(C)CSc1ncnc2c1oc1nc3c(cc12)COC(C)(C)C3,2%,2%,5,-1%,0%,10,11%,2%,2,-4
Cc1ccc(NC(=O)CN(C)c2ccc(S(=O)(=O)N3CCN(C)CC3)cn2)cc1,1%,0%,2,2%,-3%,-7,-8%,0%,4,4
COCCN(Cc1cc2cc3c(cc2n2nnnc12)OCO3)C(=O)c1ccccc1F,3%,10%,-5,4%,5%,9,4%,0%,-1,7

# Three entries already listed, ordered by the value under TSHR antag, largest number first.
Molecule	TCR activator	Eya2 inh	TSHR antag	TRPV1 ag
Cc1nn(-c2ccccc2)c(Cl)c1/C=N/NC(=O)CNC(=O)c1ccccc1Cl	0%[46.1 µM]	-2%	20	11
Cc1cc(C)n2nc(SCC(=O)N(Cc3ccccc3)C3CCS(=O)(=O)C3)nc2n1 (stereo not drawn)	-1%	-8%	-3	1
COc1ccc(C2=NN(C(C)=O)CC2c2cccc([N+](=O)[O-])c2)cc1 (stereo not drawn)	-1%	-3%	-11	2
